Source: PubChem BioAssay (National Center for Advancing Translational Sciences (NCATS))
GAA inhib: inhibitors of human lysosomal alpha-glucosidase; Potency, µM (titrated, usually from 76.9 µM), for inactives: at the highest dose activity change, negative = inhibition, hits mostly inhibitors; 0.005% of 200,000 active; P10253; purified human GAA, 4-MU-alpha-glucoside fluorescence;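 also: plate controls were uninhibited enzyme wells for no effect and no-enzyme background for full effect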
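Read-out is 4-methylumbelliferone fluorescence (Ex 365/Em 440 nm) after NaOH/glycine stop at pH 10. Enzyme 4 nM, substrate 400 uM, pH 5.0 citrate buffer, 20 min room temperature; AC50 from Hill-equation concentration-response.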
GAA spleen mod: inhibitors or activators of human alpha-glucosidase in spleen homogenate. 0.006% of 240,000 active. P10253. Potency, µM (top dose mostly 79.9 µM), for inactives: at the top dose activity change, negative = inhibition, hits mostly inhibitors. human spleen homogenate, 4-MU-alpha-glucoside fluorescence;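 also: 0% = enzyme with vehicle and -100% = no enzyme basal signal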
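Enzyme source: human spleen homogenate, 1 ug/well. Buffer 50 mM citric acid/K phosphate pH 5.0, 0.01% Tween-20. 4-MU-alpha-glucoside 1 mM; 37 C x 40 min; NaOH/glycine stop; fluorescence.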
RECQ1 inh: RECQ1 (human) helicase inhibition; P46063; RECQ1 DNA unwinding, red fluorescence kinetic read; Potency, µM (series often up to 57.3 µM), inactives show top-dose activity, negative = inhibition, actives largely listed as inhibitors; 0.54% of 240,000 active;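 also: plate controls were vehicle for no effect and no enzyme for full effect; nearly all actives have a fitted effect of over 30% in size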
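50 nM RECQ1T1 preincubated 15 min with compound in Tris pH 8.0 buffer with MgCl2, DTT, Tween-20 and 2.5 ug/ml poly(dI-dC); started with 200 nM TAMRA/BHQ-2 forked duplex and 2 mM ATP. Unwinding read as fluorescence (525/598 nm), two reads 2 h apart.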
GAA glycogen mod: inhibitors or activators of human alpha-glucosidase glycogen cleavage; recombinant GAA, glycogen substrate, Amplex Red glucose oxidase fluorescence; Potency, µM (series often up to 76.4 µM), for inactives: at the highest dose activity change, negative = inhibition, hits mostly inhibitors; 0.38% of 300,000 active; AID 2100;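 also: 0% = full enzyme reaction and -100% = no-enzyme basal signal; the screen sought inhibitors and activators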
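Recombinant human enzyme (4 nM); glycogen substrate; 37 C, 40 min, pH 5.0. Readout: coupled glucose oxidase/Amplex Red fluorescence.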
TexasRed fluor: counter-screen for TRb-SRC2 inhibitors: fluorescence interference; TRb/SRC2 Texas Red total fluorescence interference; AID 1479; Potency, µM (titrated, usually from 106 µM), without a hit: top-dose fluorescence change, negative = quenching; 0.29% of 280,000 active; active = well fitted curve in either direction with a large enough effect; inconclusive = small, poorly fitted or top-dose-only effect
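Human TRb ligand-binding domain at 0.6 uM with 20 nM Texas Red SRC2 peptide in Tris buffer containing 1 uM T3 and 5% DMSO, incubated with compound 5 h at ambient temperature. Total fluorescence (555/632 nm) calculated as parallel + 2 × perpendicular.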
RGS12 GoLoco inh: RGS12 GoLoco-Gai1 interaction inhibition | P63096 | Gai1:RGS12 GoLoco peptide FP, rhodamine, 10 min | Potency, µM (titrated, usually from 61.6 µM), for the others: top-dose activity, negative = inhibition, actives largely listed as inhibitors | 0.44% of 230,000 active | AID 880; active = well fitted inhibition curve with a large enough effect, not every such curve was filed as active; inactive = no such curve, though single readings can be large or run the other way; also: nearly all actives have a fitted effect of over 30% in size; many of its hits are not listed in these tables
Target sequence (P63096 whole entry, looked up): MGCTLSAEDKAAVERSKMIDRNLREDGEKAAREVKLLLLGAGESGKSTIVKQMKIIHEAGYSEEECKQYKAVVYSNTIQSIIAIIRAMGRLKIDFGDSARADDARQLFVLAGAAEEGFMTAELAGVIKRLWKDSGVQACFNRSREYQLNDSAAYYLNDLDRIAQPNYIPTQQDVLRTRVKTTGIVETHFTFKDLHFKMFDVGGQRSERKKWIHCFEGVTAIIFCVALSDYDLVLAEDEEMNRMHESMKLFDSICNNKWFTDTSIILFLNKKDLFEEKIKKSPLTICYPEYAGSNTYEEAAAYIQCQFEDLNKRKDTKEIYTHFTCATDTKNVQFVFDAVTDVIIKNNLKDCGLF
L3MBTL1 inh: inhibitors of human L3MBTL1. 0.66% of 230,000 active. AlphaScreen L3MBTL1–H3K9me1 peptide binding. Potency, µM (doses to about 57.1 µM), inactives show at the top dose activity, negative = inhibition, hits mostly inhibitors. AID 485360. Q9Y468; also: nearly all actives have a fitted effect of over 60% in size
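Read-out is AlphaScreen signal from streptavidin donor and nickel chelate acceptor beads (10 ug/mL final each) bridging L3MBTL1 (50 nM) and biotinylated K9-monomethylated H3(1-15) peptide (75 nM), after 30 min compound exposure at room temperature.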
TRb-SRC2 inh: TRbeta-SRC2 interaction inhibition | 0.065% of 280,000 active | P10828 | AID 1469 | Potency, µM (series often up to 106 µM), for inactives: top-dose activity change, negative = inhibition, hits mostly inhibitors | TRbeta-SRC2 peptide binding, fluorescence polarization; receptor liganded with 1 µM T3;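 also: plate controls were bound peptide for no effect and peptide without receptor for full effect; nearly all actives have a fitted effect of over 50% in size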
Target sequence (P10828 whole entry, looked up): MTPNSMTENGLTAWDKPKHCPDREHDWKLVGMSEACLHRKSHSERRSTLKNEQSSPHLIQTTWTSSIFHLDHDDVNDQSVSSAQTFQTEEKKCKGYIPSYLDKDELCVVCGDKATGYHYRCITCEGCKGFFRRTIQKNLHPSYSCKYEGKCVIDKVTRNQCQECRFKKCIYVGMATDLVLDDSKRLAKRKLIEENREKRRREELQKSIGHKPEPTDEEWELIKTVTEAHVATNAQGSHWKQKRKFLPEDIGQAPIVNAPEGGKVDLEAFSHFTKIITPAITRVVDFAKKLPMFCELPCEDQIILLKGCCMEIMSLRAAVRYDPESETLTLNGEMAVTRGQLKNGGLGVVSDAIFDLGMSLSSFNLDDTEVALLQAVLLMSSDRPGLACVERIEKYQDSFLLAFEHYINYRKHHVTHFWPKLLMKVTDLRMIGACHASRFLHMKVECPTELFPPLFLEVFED
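Human TRb ligand-binding domain (0.6 uM) is mixed with 20 nM Texas Red SRC2 peptide and 1 uM T3; after compound addition and 5 hr at ambient temperature, polarization is measured and normalized to unbound and bound controls.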
Numbers without * were called inactive; i = inactive; ? = inconclusive; / = not tested or not shown; & = joins results of further samples; [ ] = remark or other dose. Unless noted, calls follow the shape of the dose curve; as a rule, active = well fitted curve in the direction sought with a large enough effect; inconclusive = small, poorly fitted or top-dose-only effect, or another doubt; inactive = no such curve, though single readings can be large; an effect the other way counts as inactive or inconclusive. Unless noted, % is scaled to controls: 0 for no effect and ±100 for the full control effect; potency is read from the fitted curve at half-maximal effect. A portion of the library (hit frequency here may not be typical).

compound,GAA inhib,GAA spleen mod,RECQ1 inh,GAA glycogen mod,TexasRed fluor,RGS12 GoLoco inh,L3MBTL1 inh,TRb-SRC2 inh
CCOc1ccccc1-c1cc(C(=O)N/N=C/c2ccc(O)c(OC)c2)c2ccccc2n1,?,-3%,0%,-20%,-6%,12%,-6%,-3%
C=CCN1C(=O)N(c2ccc(Cl)cc2)C(=O)C1CC(=O)Nc1ccc(F)cc1 (stereo unspecified),3%,-5%,18%,-8%,0%,8%,-1%,5%
CC(=O)c1ccc(-n2nnnc2SCC(=O)N2CCc3ccccc3C2)cc1,-6%,1%,i,-5%,0%,2%,-7%,10%
O=C(COC(=O)CCCCCN=C1NS(=O)(=O)c2ccccc21)Nc1ccc(Cl)c(Cl)c1,-6%,-2%,-2%,-2%,0%,4%,8%,-2%
CCOC(=O)Cc1ccc2sc(-c3ccccc3)nc2c1,1%,-4%,-15%,-4%,1%,10%,52%[activator],3%
O=C(c1cccnc1NCc1ccc(F)cc1)N1CCOCC1,-1%,4%,-3%,-10%,1%,-1%,0%,7%
CCC(=O)N/N=C/c1ccc(-c2ccc([N+](=O)[O-])cc2)o1,-14%,-3%,-10%,19%,-9%,13%,3%,-3%
CCOc1ccc(CC(C(N)=O)C(N)=O)cc1CN(C)C,3%,5%,-4%,6%,-3%,-7%,1%,-20%
CC1CCCCC12NC(=S)N(c1ccccc1)N2 (stereo unspecified),-8%[15.4 µM],2%,-11%,8%,-3%,-21%,7%,-1%
CN1CCN(c2ccccc2NC(=O)c2ccc(OCc3ccccc3)cc2)CC1,-5%,2%,-4%,-8%,6%,-3%,-4%,-2%
Cc1ccc(NC(=S)/N=C(\N)Nc2nc(C)c3ccccc3n2)cc1C,-8%,-2%,-8%,-8%,8%,12%,-15%,6%
CCN(CC)S(=O)(=O)c1ccc(OC)c(NC(=O)c2cc([N+](=O)[O-])ccc2Cl)c1,7%,-4%,-6%,3%,-3%,-4%,-10%,-2%
O=C(CN1CCN(c2ccccc2F)CC1)Nc1nnc(C(F)(F)F)s1,4%,0%,-9%,1%,0%,4%,0%,-5%
CC(=O)Nc1ccc(C(=O)OCc2ccccc2Cl)cc1,-2%,5%,0%,-5%,1%,-14%,3%,-19%
COc1ccc(-c2cn3c(C)c(C(=O)Nc4cccc(NC(C)=O)c4)sc3n2)cc1,7%,-6%,i,5%,3%,0%,2%,-8%
CCN(CC)C(=O)C(=O)c1cccn1-c1ccccc1C#N,-10%,7%,i,0%,-3%,-2%,/,-14%
COc1ccc(C(C)NC(=O)c2ccc(Cl)cc2)cc1OC (stereo unspecified),-8%,-6%,-16%,10%,1%,9%,11%,7%
CCOC(=O)c1ccc(NC(=O)CCc2nc(-c3cccc(C)c3)no2)cc1,-5%,-2%,-1%,-1%,-2%,0%,10%,-1%
COCC(C)n1c(COc2ccccc2F)nnc1SCC(=O)c1c(N)n(C)c(=O)n(C)c1=O (stereo unspecified),2%,5%,i,-1%,-2%,0%,0%,-7%
O=C(O)CNS(=O)(=O)c1cccc2nsnc12,-6%,-3%,-12%,7%,0%,2%,/,6%

(list continues)
compound,GAA inhib,GAA spleen mod,RECQ1 inh,GAA glycogen mod,TexasRed fluor,RGS12 GoLoco inh,L3MBTL1 inh,TRb-SRC2 inh
COc1ccc(/C=C/C(=O)OCC(=O)Nc2ccc(Cl)cc2F)cc1S(=O)(=O)N1CCOCC1,-6%,5%,-12%,-7%,0%,-11%,5%,1%
Cc1cc(C)n(C(=O)Cn2nc(C(F)F)cc2C)n1,3%,6%,-5%,2%,-4%,9%,10%,4%
O=C(Oc1ccc(C(=S)N2CCOCC2)cc1Br)c1ccccc1F,9%,-13%,-4%,-4%,0%,12%,-9%,7%
CCCOc1ccc(N2C(=O)CC(SC(=NCC)Nc3cccc(F)c3)C2=O)cc1 (stereo unspecified),1%,-1%,-1%,0%,-2%,2%,-28%,-19%
COc1cccc(CN2CCN(c3nc4nonc4nc3NC3CC3)CC2)c1,?,-12%,i,-12%,-1%,-6%,3%,-3%
COCCSc1ccccc1C(=O)NCc1ccco1,0%,-10%,7%,-5%,0%,-38%,-12%,-6%
O=c1c(C/C=C/c2ccccc2)c(O)ccn1Cc1ccc(Cl)cc1Cl,4%,-2%,i,13%,-6%,5%,-6%[11.4 µM],-1%
Cc1ccc(N=Cc2c(O)n(-c3nccs3)c(=O)c3ccccc23)c(C)c1,3%,-6%,11%,7%,0%,49%[activator],11%,-14%
COCc1cc(C)nc(OCC(=O)N/N=C/c2cc(C)n(-c3c(C)cccc3C)c2C)c1C#N,?,-1%,-9%,0%,-1%,-15%,/,-4%
Cc1nc2ccccn2c1-c1csc(Nc2cccc(O)c2)n1,3%,0%,7%,18%,0%,7%,1%,5%
COc1cc(C(F)(F)F)c(C(=O)N(C)Cc2cccc(Cl)c2)cn1,-7%,1%,i,2%,-3%,-4%,2%,-7%
O=C1c2ccsc2SCCN1Cc1ccc(Cl)cc1,-15%,-1%,-15%,-9%,0%,3%,9%,0%
COc1cccc(NC(=S)N(CCN2CCCCC2)Cc2ccco2)c1,-4%,2%,-1%,-5%,-4%,10%,17%,-2%
CCCc1cc(NCC2CCCO2)n2c(nc3ccccc32)c1C#N (stereo unspecified),?,?,-6%,-4%,-2%,23%,/,-6%
COc1ccc(S(=O)(=O)N2CCc3ccccc3C2)cc1OC,-12%,-1%,-2%,-6%,-3%,-5%,-9%,-4%
O=C(N/N=C/c1ccc(O)cc1)c1cc(C23CC4CC(CC(C4)C2)C3)[nH]n1,/,-6%,-2%,-3%,1%,-3%,-7%,3%
N#Cc1ccsc1NC(=O)COc1ccc(-c2nnco2)cc1,3%,4%,13%,3%,-6%,36%[activator],-11%,-9%
Cc1c(C#N)sc2nc(-c3ccccc3)nc(N3CCCC3)c12,-8%,-7%,0%,0%,-4%,-11%,-2%,-8%
COc1ccc(OC)c(NC(=O)NCCc2cccc(Cl)c2)c1,1%,0%,i,0%,-6%,23%,19%[11.4 µM],-3%
CCCCSc1nc(O)c(C2OC(=O)c3c2ccc(OC)c3OC)c(=O)n1C (stereo unspecified),1%,-2%,-21%,7%,-1%,-5%,-1%,4%

Exported as labelled records: entries from further up
O=C(Oc1ccc(C(=S)N2CCOCC2)cc1Br)c1ccccc1F
- GAA inhib: 9%
- GAA spleen mod: -13%
- RECQ1 inh: -4%
- GAA glycogen mod: -4%
- TexasRed fluor: 0%
- RGS12 GoLoco inh: 12%
- L3MBTL1 inh: -9%
- TRb-SRC2 inh: 7%
CCCOc1ccc(N2C(=O)CC(SC(=NCC)Nc3cccc(F)c3)C2=O)cc1 (stereo unspecified)
- GAA inhib: 1%
- GAA spleen mod: -1%
- RECQ1 inh: -1%
- GAA glycogen mod: 0%
- TexasRed fluor: -2%
- RGS12 GoLoco inh: 2%
- L3MBTL1 inh: -28%
- TRb-SRC2 inh: -19%

(further entries)
compound,GAA inhib,GAA spleen mod,RECQ1 inh,GAA glycogen mod,TexasRed fluor,RGS12 GoLoco inh,L3MBTL1 inh,TRb-SRC2 inh
O=C(c1ccc(COc2ccc(F)cc2)o1)n1cccn1,5%,-4%,7%,-3%,-1%,-2%,11%,2%
O=C(N/N=C/C(Br)=C/c1ccccc1)c1cnccn1,-8%[15.4 µM],1%,i,-5%,-1%,-1%,-2%,0%
COc1ccc(S(=O)(=O)N=Nc2c(O)[nH]c3ccccc23)cc1,0%,0%,0%,6%,2%,4%,/,-1%
CN(C)/C=C1\N=C(c2cccnc2Oc2ccc(Cl)cc2)OC1=O,/,-7%,-16%,3%,2%,1%,0%,5%
CC(C)(C)n1nc2c(c1NC(=O)Cc1cccc3ccccc13)CS(=O)C2 (stereo unspecified),-3%[15.4 µM],-1%,-2%,2%,0%,13%,1%,-7%
CC(C)(CNc1ccc([N+](=O)[O-])cc1C#N)N1CCOCC1,-15%,6%,-6%,0%,0%,-14%,-10%,2%
Nn1c(SCC(=O)N2CCCCCC2)nnc1-c1ccncc1,-1%,-2%,-7%,-9%,1%,2%,/,-3%
O=C(Nc1ccccc1Br)C(=O)N1CCCC1,2%,2%,-2%,-4%,0%,17%,14%,5%
COc1ccccc1NC(=O)CC1Nc2ccccc2NC1=O (stereo unspecified),8%,0%,-1%,-25%,-9%,12%,-14%,0%
CC1Oc2ccccc2N(CC(=O)Nc2ccc3c(c2)OCO3)C1=O (stereo unspecified),0%,4%,-16%,-1%,-1%,6%,1%,-15%
COc1ccc(CCNC(=O)COC(=O)Cc2cccc3ccccc23)cc1,1%,-1%,-1%,-8%,1%,9%,5%,6%
CC(C)(C)OC(=O)NCCCC1=CC2=CC(=O)C(C)(OC(=O)CCc3ccccc3)C(=O)C2=CO1 (stereo unspecified),/,-16%&-7%,-6%&-13%,/,0%&2%,21%&53%,/,9%&3%
CCOC(=O)CSCc1c(C#N)c2ccccc2n1C,-6%,-1%,13%,1%,3%,-1%,3%,3%
O=S1(=O)CCN(OCc2ccc(Cl)cc2)CC1,-1%,/,-3%,-1%,0%,-3%,11%,7%
CC(NC(=O)C(=O)N/N=C\c1cccc([N+](=O)[O-])c1)c1ccccc1 (stereo unspecified),-1%,3%,i,-2%,-4%,-7%,48%[activator],2%
Cc1cccc(N2CN=c3s/c(=C\c4ccncc4)c(=O)n3C2)c1,?,-4%,15%,2%,-1%,3%,-4%,-9%
O=C1CCCC=C1[C@@H](O)CCOC(c1ccccc1)(c1ccccc1)c1ccccc1,/,-6%,-9%,/,0%,4%,/,-7%
O=C(CN1C(=O)CSCC1=O)NCc1ccc(F)cc1,-11%,-9%,-10%,11%,3%,6%,9%,-2%
